GASC1 inh: blocks human GASC-1 (KDM4C) demethylase activity. Q9H3R0. GST-KDM4C 2-372, H3K9me3 peptide, LANCE TR-FRET. inhibition, % at 12.5 µM. 0.15% of 96,000 active. AID 720574;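 active = mean replicate inhibition above about 25%, with at least 55% of replicates also reaching it, limit read from the data, passing the limit was not always enough; inconclusive = only one of those two conditions met; inactive = neither condition met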
Target sequence (Q9H3R0 2-372 limits assumed): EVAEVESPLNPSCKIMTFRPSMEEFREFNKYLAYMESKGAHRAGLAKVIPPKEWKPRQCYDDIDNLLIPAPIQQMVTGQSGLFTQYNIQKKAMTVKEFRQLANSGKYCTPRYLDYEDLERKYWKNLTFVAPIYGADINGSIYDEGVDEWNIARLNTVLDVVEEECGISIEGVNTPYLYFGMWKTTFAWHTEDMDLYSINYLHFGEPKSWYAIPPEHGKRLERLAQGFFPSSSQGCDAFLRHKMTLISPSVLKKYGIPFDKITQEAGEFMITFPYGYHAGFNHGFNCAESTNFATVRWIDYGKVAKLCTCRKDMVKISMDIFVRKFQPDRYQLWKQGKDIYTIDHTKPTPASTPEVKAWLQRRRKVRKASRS
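Test system – GST-tagged GASC-1 (JMJD2C) catalytic fragment, aa 2-372 · Medium – HEPES buffer, pH 7.5, plus ascorbate · Reagent – H3K9me3 peptide with Fe(II)/2OG · Compound – one test concentration per compound · Timing – 30 min reaction, 60 min detection, RT · Technique – TR-FRET with Eu antibody and ULight streptavidin, EDTA stop · Read-out basis – inhibition from TR-FRET ratio decrease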
Tcruzi prolif: blocks T. cruzi growth in NIH3T3 culture; T. cruzi beta-gal in NIH3T3, GalScreen luminescence, 90 h; inhibition, % at 8.34 µM; 5.9% of 77,000 active; AID 624255;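 active = mean inhibition above about 93%, with at least 55% of replicates each passing it, limit read from the data, passing the limit was not always enough; inconclusive = only one of those two conditions holds; inactive = neither condition holds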
Pf Dd2 growth: blocks growth of Plasmodium falciparum Dd2 parasites. 2.3% of 94,000 active. activity change, % at 10 µM. P. falciparum Dd2 growth, SYBR Green, 72 h; stronger effect = lower value. AID 1159554; in the data active = activity change below about -80%; inconclusive = no clear call, values can overlap the other calls
C diff growth: inhibitors of Clostridium difficile growth. growth activity, negative = inhibition, % at 16 µg/mL (by protocol). Clostridium difficile clinical isolate growth, OD600, 24 h; stronger effect = lower value. 0.25% of 86,000 active;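 active = mean growth activity at or below -80% and every replicate also at or below -80%; inconclusive = mean at or below -80% but some replicate above -80%; inactive = mean growth activity above -80%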;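 note: 0% = DMSO wells and -100% = levofloxacin 16 µg/mL wells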
* marks the source's active call; other numbers are inactive results; u = inconclusive; x = no result given; & = joins results of further samples.

no. | Molecule | GASC1 inh | Tcruzi prolif | Pf Dd2 growth | C diff growth
1 | C[C@H](CO)N1C[C@H](C)[C@H](CN(C)C(=O)Cc2cccnc2)Oc2ncc(C#CC3(O)CCCC3)cc2C1=O | -2.1 | x | 27 | -4
2 | COc1ccccc1NC(=O)N(C)C[C@H]1OCc2ccccc2-c2ccccc2C(=O)N([C@@H](C)CO)C[C@@H]1C | 1.6 | 51 | -39 | -1
3 | O=C(C[C@@H]1CC[C@H](NC(=O)C2CC2)[C@H](CO)O1)Nc1ccccc1 | -0.2 | 44 | 12 | -3
4 | C[C@@H]1CN([C@H](C)CO)C(=O)Cc2cc(NC(=O)C3CC3)ccc2O[C@H]1CN(C)C(=O)Nc1ccc2c(c1)OCO2 | 0.7 | -23 | -12 | 1
5 | O=C(C[C@@H]1C[C@H]2c3cc(NC(=O)Nc4ccccc4F)ccc3O[C@H]2[C@H](CO)O1)NCc1ccccn1 | -2.0 | x | -6 | 0
6 | CNC(=O)C[C@H]1CC[C@H]2[C@@H](COc3ccc(NC(=O)c4cnccn4)cc3C(=O)N2C)O1 | 0.2 | -10 | 8 | 2
7 | CC=Cc1ccc2n(c1=O)C[C@H]1[C@H](CO)[C@@H](C(=O)NCC3CC3)N(Cc3nccs3)[C@@H]21 (mixture of isomers) | 3.6 | -71 | x | 2
8 | COc1cccc(S(=O)(=O)N(C)C[C@@H]2Oc3cc(C4=CCCCC4)ccc3S(=O)(=O)N([C@@H](C)CO)C[C@@H]2C)c1 | -0.3 | x | -19 | 16
9 | C[C@@H]1CN([C@@H](C)CO)S(=O)(=O)c2ccc(-c3ccncc3)cc2O[C@H]1CN(C)Cc1ccccc1 | -1.4 | u | -76 | -4
10 | C[C@H]1CN([C@@H](C)CO)C(=O)Cc2cc(NC(=O)C3CC3)ccc2O[C@H]1CN(C)CC1CCCCC1 | -1.5 | -3 | 20 | -1
11 | C[C@@H]1CN([C@H](C)CO)C(=O)c2cc(NS(=O)(=O)c3ccc(F)cc3)ccc2O[C@@H]1CN(C)Cc1ccncc1 | -0.9 | 67 | 10 | -5
12 | CC(=O)N1CC2(C1)[C@H](c1ccc(-c3ccc(F)cc3)cc1)[C@@H](CO)N2C(C)=O | 0.6 | x | -30 | -7
13 | CCNC(=O)C[C@H]1CC[C@H]2[C@@H](COC[C@@H](O)CN2C(=O)c2cccnc2)O1 | 1.0 | 20 | -5 | x
14 | CN1C(=O)c2cc(NC(=O)c3cccc(C(F)(F)F)c3)ccc2OC[C@@H]2O[C@@H](CC(=O)NCCN3CCCC3)CC[C@H]21 | 3.5 | 2 | -15 | -10
15 | O=C(NCC[C@H]1CC[C@H](NS(=O)(=O)c2ccc(Cl)cc2)[C@@H](CO)O1)Nc1ccc(F)cc1 | -0.7 | x | 12 | -5
16 | Cc1noc(C)c1S(=O)(=O)N(C)C[C@H]1OCc2cn(nn2)CCCC(=O)N([C@H](C)CO)C[C@H]1C | 1.0 | -2 | -7 | x
17 | CN1c2ccc(-c3ccccc3)cc2[C@@H]2[C@@H](CCN2C(=O)Cc2ccccn2)[C@@H]1CO | 0.6 | 99* | -32 | -11
18 | Cc1noc(C)c1NC(=O)Nc1ccc2c(c1)C(=O)N([C@H](C)CO)C[C@@H](C)[C@H](CN(C)C)OCCCC[C@@H](C)O2 | 0.2 | 10 | 16 | -1
19 | O=S(=O)(Cc1ccccc1)N1CCCCN2[C@H](CO)[C@H](c3ccc(-c4ccccc4)cc3)[C@@H]2C1 | 0.0 | 104* | -10 | 1
20 | O=C(C[C@H]1CC[C@@H]2[C@H](COC[C@H](O)CN2Cc2cc(F)ccc2F)O1)NCc1ccc(Cl)cc1 | -1.4 | 52 | 1 | 13&9
21 | CC=Cc1ccc2n(c1=O)C[C@H]1[C@H](CO)[C@@H](C(=O)NCc3ccccc3F)N(CC)[C@@H]21 (mixture of isomers) | 1.2 | 74 | -3 | 4
22 | CO[C@@H](CN(C)S(=O)(=O)c1ccc(Cl)cc1)[C@@H](C)CN(Cc1ccccc1Cl)[C@@H](C)CO | 0.5 | 75 | -37 | x
23 | C[C@H](CO)N1C[C@H](C)[C@H](CN(C)CC2CCCCC2)OCCCC[C@H](C)Oc2ccc(NC(=O)Cc3ccccc3)cc2C1=O | 1.5 | 56 | -8 | 8
24 | C[C@H](CO)N1C[C@H](C)[C@@H](CN(C)C(=O)Nc2ccccc2)Oc2ccc(NC(=O)C3CCCCC3)cc2C1=O | 0.9 | -16 | 20 | -3
25 | C[C@@H](NC(=O)[C@@H]1[C@@H](CO)[C@@H]2Cn3c(ccc(C4=CCCCC4)c3=O)[C@H]1N2)c1ccccc1 | 2.6 | 0 | 29 | -3
26 | O=C(C[C@H]1CC[C@H]2[C@@H](COC[C@H](O)CN2Cc2cccc(C(F)(F)F)c2)O1)NCCc1ccncc1 | 1.5 | 62 | -32 | 9&-6
27 | Cc1ccc(S(=O)(=O)Nc2ccc3c(c2)C(=O)N([C@@H](C)CO)C[C@@H](C)[C@@H](CN(C)Cc2ccc(Oc4ccccc4)cc2)O3)cc1 | -1.8 | 73 | -13 | x
28 | COc1cccc(-c2ccccc2[C@@H]2[C@@H](CO)N(C(=O)Cc3ccccc3)[C@H]2C#N)c1 | -2.1 | x | -17 | 12
29 | C[C@H](CO)N1C[C@H](C)[C@H](CN(C)Cc2ccc3c(c2)OCO3)OCCCC[C@H](C)Oc2ccc(NC(=O)Nc3ccc(C(F)(F)F)cc3)cc2C1=O | 0.2 | u | -71 | -57
30 | Cc1ccc(S(=O)(=O)Nc2ccc3c(c2)CC(=O)N([C@H](C)CO)C[C@@H](C)[C@H](CN(C)Cc2ccccc2)O3)cc1 | -0.1 | x | -4 | -11
31 | CN(C)C(=O)c1ccc(-c2ccc([C@H]3[C@H](CO)N4CCCCN(Cc5cncnc5)C[C@@H]34)cc2)cc1 | 0.8 | 91 | 8 | -3
32 | C[C@H](CO)N1C[C@H](C)[C@@H](CN(C)Cc2ccc(Oc3ccccc3)cc2)OCc2cnnn2CCCC1=O | -0.2 | 79&37 | -34&-2 | -3&-10
33 | C[C@@H]1CN([C@@H](C)CO)S(=O)(=O)c2ccc(C#CC(C)(C)O)cc2O[C@H]1CN(C)C(=O)C1CCCCC1 | x | 38 | -40 | -8
34 | COc1ccccc1-c1cnc2c(c1)C(=O)N([C@H](C)CO)C[C@@H](C)[C@H](CN(C)Cc1ccc(C(=O)O)cc1)O2 | -0.1 | 44 | 5 | 1
35 | O=C(Nc1cc(F)ccc1F)N[C@@H]1CC[C@@H](CC(=O)N2CCc3ccccc3C2)O[C@@H]1CO | -1.5 | -1 | -13 | x
36 | C[C@H]1CN([C@@H](C)CO)C(=O)Cc2cc(NS(=O)(=O)c3cccs3)ccc2O[C@H]1CN(C)C(=O)Nc1ccc2c(c1)OCO2 | 0.9 | -16 | -55 | -8
37 | O=C(C[C@H]1C[C@H]2c3cc(NS(=O)(=O)c4ccccc4)ccc3O[C@H]2[C@H](CO)O1)N1CCCCC1 | -0.4 | 29 | -19 | -3
38 | C[C@@H]1CCCCO[C@H](CN(C)C(=O)CCC(F)(F)F)[C@@H](C)CN([C@@H](C)CO)C(=O)c2cc(N(C)C)ccc2O1 | 4.4 | 49 | 34 | -5
39 | COCC(=O)N1CC[C@@H]2[C@H](CO)Nc3ccc(-c4cccc(C(=O)N(C)C)c4)cc3[C@@H]21 | 2.5 | 49 | 8 | 14
40 | CCNC(=O)C[C@@H]1CC[C@H](NC(=O)C2CCOCC2)[C@H](CO)O1 | 1.1 | 41 | -5 | 4
41 | O=C(Nc1cc(F)ccc1F)N1CC(=O)N2[C@@H](CO)[C@H](c3ccc(C#CC4CCCCC4)cc3)[C@@H]2C1 | -1.2 | x | -8 | -9
42 | CC(C)CC#Cc1cnc2c(c1)C(=O)N([C@H](C)CO)C[C@H](C)[C@H](CN(C)C(=O)c1cnccn1)O2 | -3.2 | 36 | 13 | 0
43 | N#C[C@@H]1[C@@H](c2ccccc2)[C@@H](CO)N1C(=O)c1cccnc1 | -0.3 | 22 | 43 | -18
44 | C[C@@H]1CN([C@@H](C)CO)C(=O)Cc2cc(NC(=O)CCC(F)(F)F)ccc2O[C@@H]1CN(C)C(=O)NC1CCCCC1 | 0.4 | 45 | 3 | -2
45 | Cc1noc(C)c1NC(=O)Nc1ccc2c(c1)C(=O)N(C)[C@H]1CC[C@@H](CC(=O)N(C)C)O[C@H]1CO2 | 3.7 | -2 | 4 | -4
46 | CN(C)CCCNC(=O)C[C@H]1CC[C@H]2[C@@H](COC[C@H](O)CN2CC2CCCC2)O1 | -2.4 | 63 | x | 4&2
47 | C[C@@H]1CCCCO[C@@H](CN(C)CC2CC2)[C@H](C)CN([C@H](C)CO)C(=O)c2cc(NC(=O)Cc3ccccc3)ccc2O1 | -0.7 | x | -62 | 3
48 | Cc1ccc(S(=O)(=O)N(C)C[C@H]2Oc3c(NC(=O)c4cc(C)nn4C)cccc3C(=O)N([C@@H](C)CO)C[C@@H]2C)cc1 | -1.3 | 23 | 5 | 0
49 | CC(C)NC(=O)Nc1ccc2c(c1)C(=O)N([C@@H](C)CO)C[C@H](C)[C@H](CN(C)S(=O)(=O)c1ccc(Cl)cc1)OCCCC[C@@H](C)O2 | -2.3 | 49 | -83* | 13
50 | COc1ccc(S(=O)(=O)N2CC[C@H]3[C@H](CO)Nc4ccc(Br)cc4[C@H]32)cc1 | -1.4 | 22 | 28 | -3

Filtered by structure: the compounds so far with a cyano group (2)
no. | Molecule | GASC1 inh | Tcruzi prolif | Pf Dd2 growth | C diff growth
28 | COc1cccc(-c2ccccc2[C@@H]2[C@@H](CO)N(C(=O)Cc3ccccc3)[C@H]2C#N)c1 | -2.1 | x | -17 | 12
43 | N#C[C@@H]1[C@@H](c2ccccc2)[C@@H](CO)N1C(=O)c1cccnc1 | -0.3 | 22 | 43 | -18

Pf Dd2 growth, hit marks shown above
cpd	smiles	GASC1 inh	Pf Dd2 growth	C diff growth
49	CC(C)NC(=O)Nc1ccc2c(c1)C(=O)N([C@@H](C)CO)C[C@H](C)[C@H](CN(C)S(=O)(=O)c1ccc(Cl)cc1)OCCCC[C@@H](C)O2	-2.3	-83*	13

Further compounds follow.
no. | Molecule | GASC1 inh | Tcruzi prolif | Pf Dd2 growth | C diff growth
51 | Cc1ccc(S(=O)(=O)N(C)C[C@@H]2OCCCC[C@@H](C)Oc3ccc(NS(=O)(=O)c4ccccc4)cc3C(=O)N([C@H](C)CO)C[C@@H]2C)cc1 | -0.5 | 55 | -57 | 7
52 | COc1cccc(CNC(=O)[C@H]2[C@H](CO)[C@H]3Cn4c(cccc4=O)[C@@H]2N3C(=O)C2CC2)c1 | 0.2 | 50 | 13 | -3
53 | CC(C)NC(=O)N(C)C[C@H]1Oc2c(NS(=O)(=O)c3ccccc3)cccc2C(=O)N([C@H](C)CO)C[C@@H]1C | 0.1 | 33 | -29 | 2
54 | CS(=O)(=O)N1CC2(C1)[C@H](c1ccccc1)[C@@H](CO)N2C(=O)c1ccccc1 | -1.0 | x | -13 | 3
55 | Cc1noc(C)c1S(=O)(=O)Nc1ccc2c(c1)CC(=O)N([C@@H](C)CO)C[C@@H](C)[C@@H](CN(C)Cc1ccc(-c3ccccc3)cc1)O2 | -2.0 | 78 | 4 | -12
56 | CO[C@H]1CN(C)C(=O)c2cc(NS(=O)(=O)CC(F)(F)F)ccc2OC[C@@H](C)N(Cc2ccccn2)C[C@@H]1C | 0.9 | 42 | 8 | x
57 | CC(=O)N(C)C[C@@H]1Oc2cc(-c3ccccc3)ccc2S(=O)(=O)N([C@H](C)CO)C[C@@H]1C | 8.0 | -20 | -27 | -3
58 | C[C@H]1CN([C@@H](C)CO)C(=O)c2ccccc2-c2ccccc2CO[C@H]1CN(C)Cc1cccc(O)c1 | -0.9 | -30 | -6 | -1
59 | CCC(=O)N1CCCCN2[C@H](CO)[C@@H](c3ccc(-c4cccc(C#N)c4)cc3)[C@H]2C1 | 1.3 | 80 | 38 | -2
60 | COc1ccc(CN2[C@H](CO)[C@@H]3c4ccccc4NC[C@@H]32)cc1 | -1.6 | -13 | 1 | -2
61 | C[C@H]1CCCCO[C@@H](CN(C)Cc2ccc(C(=O)O)cc2)[C@@H](C)CN([C@@H](C)CO)C(=O)c2cc(NC(=O)Nc3ccc(C(F)(F)F)cc3)ccc2O1 | 0.6 | 40 | -32 | -4
62 | O=C(N[C@@H]1CC[C@@H](CCNC(=O)C2CC2)O[C@@H]1CO)c1ccncc1 | 0.4 | x | x | -1
63 | CC(C)NC(=O)Nc1ccc2c(c1)C(=O)N([C@@H](C)CO)C[C@H](C)[C@@H](CN(C)Cc1ccc(Oc3ccccc3)cc1)O2 | 5.5 | x | -22 | -9
64 | C[C@@H]1CN([C@@H](C)CO)S(=O)(=O)c2ccc(/C=C/c3ccccc3)cc2O[C@H]1CN(C)C(=O)NC1CCCCC1 | -1.2 | x | -17 | 13

High-throughput results from PubChem BioAssay.
